From PubChem BioAssay
DNMT1 inh – blocks human DNA methyltransferase DNMT1; actives 0.83% (n = 360,000); inhibition (reported as % activation of signal), % at 10 µM; P26358; DNMT1 molecular beacon, Hinp1I cleavage, fluorescence; in the data active = inhibition above about 50%
SUMO1-SIM PPI – alters human SUMO1 binding to SIM partners. P63165. SUMO1 binding to a labelled peptide, TR-FRET, 1 h. inhibition, % at 20 µM. actives 0.33% (n = 360,000). AID 602429; in the data active = inhibition above about 37%
Target sequence (P63165 whole entry, looked up): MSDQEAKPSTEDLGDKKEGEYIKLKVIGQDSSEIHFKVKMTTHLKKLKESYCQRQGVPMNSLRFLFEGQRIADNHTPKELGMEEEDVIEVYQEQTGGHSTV
MsrA inh – inhibits bovine methionine sulfoxide reductase A; purified bovine MsrA, absorbance read-out; AID 651718; actives 0.75% (n = 360,000); inhibition, % at 15.5 µM; in the data active = inhibition above about 4.5%;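 also: 0% = vehicle wells with enzyme and 100% = reference inhibitor wells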
Scp1 inh – blocks human Scp-1 phosphatase activity; Recombinant Scp1, phosphopeptide, malachite green phosphate absorbance; inhibition, % at 20 µM; actives 0.88% (n = 340,000); AID 493091;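 active = inhibition above about 50% at 20 µM, limit read from the data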;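 also: plate controls were DMSO wells with enzyme for no effect and wells lacking enzyme for full effect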
Target sequence (Q9GZU7 76-261 limits assumed): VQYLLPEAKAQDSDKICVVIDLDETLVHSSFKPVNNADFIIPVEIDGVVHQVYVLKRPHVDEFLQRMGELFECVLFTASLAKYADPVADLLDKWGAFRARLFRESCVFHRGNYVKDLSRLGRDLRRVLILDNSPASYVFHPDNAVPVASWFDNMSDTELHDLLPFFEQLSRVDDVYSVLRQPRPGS
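System: SCP-1 catalytic domain; Reagent: Phospho 17-mer peptide substrate; Doses: one concentration, 20 µM, with 1.0% DMSO; Incubation: 45 min room-temperature reaction, 5 min colour, 30 min stabiliser; Signal: Phosphate-binding colour reagent, absorbance read at 630 nm.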
STEP inh – STEP (human) phosphatase inhibition | P54829 | recombinant STEP, OMFP fluorogenic substrate, fluorescence | inhibition, % at 20 µM | actives 0.25% (n = 360,000);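 active = inhibition at 20 µM, scaled per plate between control wells, above about 37%, limit read from the data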;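 also: 0% = DMSO with enzyme and substrate and 100% = substrate only without enzyme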
Target sequence (P54829 whole entry, looked up): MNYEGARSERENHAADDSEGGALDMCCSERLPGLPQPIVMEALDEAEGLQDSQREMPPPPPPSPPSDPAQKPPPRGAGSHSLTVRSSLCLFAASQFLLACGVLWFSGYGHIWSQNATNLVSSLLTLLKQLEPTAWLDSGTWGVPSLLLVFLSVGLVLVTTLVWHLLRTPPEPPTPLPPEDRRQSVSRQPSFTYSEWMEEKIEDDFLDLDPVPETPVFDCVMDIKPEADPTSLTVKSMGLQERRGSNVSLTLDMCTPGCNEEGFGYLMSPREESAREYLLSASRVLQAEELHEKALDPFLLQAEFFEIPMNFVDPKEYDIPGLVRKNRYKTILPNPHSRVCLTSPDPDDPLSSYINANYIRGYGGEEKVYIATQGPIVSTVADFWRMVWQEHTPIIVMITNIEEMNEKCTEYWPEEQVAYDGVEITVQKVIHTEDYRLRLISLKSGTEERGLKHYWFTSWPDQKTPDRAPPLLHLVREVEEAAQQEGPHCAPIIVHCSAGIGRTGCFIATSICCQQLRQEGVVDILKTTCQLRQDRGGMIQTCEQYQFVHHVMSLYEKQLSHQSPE
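material = STEP tyrosine phosphatase | reagent = fluorogenic phosphatase substrate OMFP at 25 µM final | doses = single compound dose of 20 µM, 1% DMSO final | schedule = 20 min reaction, room temperature, in the dark | measured by = fluorescence, 480/540 nm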
Rpn11 block – inhibitors of human proteasome Rpn11 | O00487 | human 26S proteasome, Ub4-pepOG fluorescence polarization; 20S core pre-blocked with epoxomicin | calls only at 20 µM | actives 0.59% (n = 360,000) | AID 588493;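 active = inhibition at 20 µM, scaled to each plate's controls, above about 33%, limit read from the data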
Tb MetRS inh – Trypanosoma brucei MetRS inhibition. purified T. brucei MetRS, ATP depletion, Kinase-Glo luminescence. inhibition, % at 11.9 µM. actives 0.4% (n = 360,000);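 active = inhibition above a per-plate cutoff of the control wells' mean inhibition plus 3 SD, cut at about 5.5% in these data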;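 also: 0% = DMSO wells median and 100% = median of wells with control inhibitor compound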
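Test system – parasite MetRS enzyme · Reagent – substrates ATP, L-methionine and bulk Escherichia coli tRNA · Doses – 11.9 µM compound single dose, 0.9% DMSO · Times – 15 min enzyme-compound preincubation, 2 h reaction, 10 min detection, 25 °C · Signal – Kinase-Glo luminescence, ATP depletion format · Controls – DMSO-only wells as low control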
CSN deneddyl inh – blocks human CSN-mediated cullin deneddylation. Q92905. Purified CSN, SCF-Nedd8-OG deneddylation, fluorescence polarization. inhibition, % at 12.5 µM. actives 0.38% (n = 360,000);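 active = pattern-corrected inhibition above about 35%, with an unprinted fluorescence ratio check between 0.5 and 1.5, limit read from the data, passing the limit was not always enough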;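 also: 0% = enzyme with substrate and 100% = substrate without enzyme; some results filed as inactive read as strong as hits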
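test system = HEK293T-derived human Csn5 enzyme | amount = 0.24 nM Csn5 enzyme, final concentration | medium = Tris/NaCl/DTT buffer, pH 7.5 | schedule = 90 min reaction at room temperature | signal = FP | evaluation = inhibition of Csn5 cleavage, % | compound dosing = single dose of 12.5 µM compound with 0.25% DMSO | probe or stimulus = 10 nM SCFSkp2-Nedd8OG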
NadD block – blocks S. aureus nicotinate mononucleotide adenylyltransferase; purified NadD enzyme, colorimetric absorbance read-out; inhibition, % at 20 µM; actives 0.78% (n = 360,000); in the data active = inhibition above about 26%; also: some compounds past the cut are filed as inactive
LMPTP block – LMPTP (human) inhibition | recombinant LMPTP-A, OMFP fluorogenic substrate, fluorescence intensity | inhibition, % at 20 µM | actives 0.22% (n = 360,000);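 active = compounds that cut the enzyme signal by at least half of the control window in the single-dose screen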;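 also: plate controls were DMSO wells with enzyme plus substrate for no effect and substrate without enzyme for full effect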
Target sequence (P24666 whole entry, looked up): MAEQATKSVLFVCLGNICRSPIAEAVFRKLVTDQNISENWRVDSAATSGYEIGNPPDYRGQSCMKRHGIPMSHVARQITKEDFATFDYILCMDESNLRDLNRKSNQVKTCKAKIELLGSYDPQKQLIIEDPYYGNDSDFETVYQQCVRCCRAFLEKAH
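Assay system: LMPTP-A phosphatase enzyme | Input: 0.625 nM enzyme | Also added: Fluorogenic phosphatase substrate OMFP at 400 µM final | Compound dosing: One test concentration per compound, 20 µM, with 3% DMSO overall | Schedule: 50 min enzyme reaction at room temperature, protected from light | Signal: Fluorescence intensity | Benchmarks: no-enzyme and uninhibited controls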
Numbers without * were called inactive; i = inactive; / = not tested or not shown.

Value order – DNMT1 inh, SUMO1-SIM PPI, MsrA inh, Scp1 inh, STEP inh, Rpn11 block, Tb MetRS inh, CSN deneddyl inh, NadD block, LMPTP block
COc1ccccc1NC(=O)C(C)OC(=O)C(C)SCC(=O)Nc1ccc(C)cc1 (centres undefined)
→ -1, 2, -1.6, -1, 1, i, -0.3, 0, -2, -0.4
Cc1ccc(NC(=S)N2CCCC2)cc1
→ 4, 3, -0.6, -3, -2, i, -0.4, 3, -5, -0.4
O=C(CSc1ncnc2ccccc12)c1ccco1
→ 4, -17, /, -1, 4, i, -0.2, -4, -1, 0.7
O=C(c1cnn(C(=O)c2ccco2)c1)c1cc(F)ccc1O
→ 2, -2, 0.8, -10, 2, i, -0.1, 0, 0, -1.2
Cc1cccc(CNC(=O)C2CCC(=O)N(C3CCCC3)C2)c1 (centres undefined)
→ 4, 1, 1.5, -6, -1, i, -0.2, 3, -3, -0.7
O=C(c1ccc(C(F)(F)F)n(Cc2ccc(Cl)cc2)c1=O)N1CCOCC1
→ 0, 4, -0.1, -19, 1, i, -1.1, 1, -3, 0.8
Cc1cccc(NC(=O)/C=C/c2ccc3c(c2)OCO3)n1
→ 8, -16, 3.2, 2, 0, i, -1.1, -15, -1, -1.0
OC[C@@H]1[C@@H](c2ccccc2)C(c2ccc(F)cc2)=NN1c1ccccc1
→ -18, 1, /, -7, -2, i, 0.2, 7, -2, 2.9
CCOC(=O)N1CCN(c2ccc(Cl)c(Cl)c2)CC1
→ 4, -4, -0.3, -4, 0, i, -0.3, 4, -4, 1.5
CC[C@](C)(O)c1cc2ccccc2c(=O)o1
→ -2, 2, -0.8, -7, -1, i, 0.1, -2, 0, -0.8
c1ccc(CN2CCOCCOCCOCCOCC2)cc1
→ -2, 5, 1.0, -3, 2, i, -0.5, 4, 5, -1.2
O=C(N/N=C\c1ccncc1)c1ccc(Br)s1
→ 2, -16, 0.1, -7, -1, i, -0.3, -1, -5, 0.4
O=C(CCn1cncn1)N1CCCC(N2CCN(c3cccc(C(F)(F)F)c3)CC2)C1 (centres undefined)
→ 1, 2, 0.2, -5, -1, i, 0.0, 4, 2, -0.7
C=CCSC1=N/C(=C\C=C\c2ccco2)C(=O)S1
→ 97*, 21, 0.4, 53*, 4, i, -0.1, 57*, 6, 36
COc1cccc(CNc2ccccc2O)c1OCc1ccccc1F
→ -30, -5, -0.3, 9, 2, i, -0.9, -4, 1, 3.8
CC(C)CN(C(=O)CN1CCN(c2ccc(O)cc2)CC1)c1c(N)n(CC(C)C)c(=O)[nH]c1=O
→ -1, -4, 0.0, -4, 3, i, -0.6, -4, -1, -0.4
COc1ccc(NC(=S)N2CCN(C(=O)C3CCCO3)CC2)c(OC)c1 (centres undefined)
→ 2, -3, 1.0, -8, 9, i, -0.8, 5, -4, -1.3
COc1cc(OC)nc(Nc2nc(C(N)Cc3ccc(C(F)(F)F)cc3)cs2)n1 (centres undefined)
→ -5, -122, -1.1, /, 1, i, -0.3, 1, 14, -1.4
COc1ccc(OC)c(NC(=O)c2ccc(OCC(=O)N3CCOCC3)c(OC)c2)c1
→ -2, 6, 0.0, -3, -2, i, -0.5, 1, -1, -0.8
COc1ccccc1NC(=O)COC(=O)c1ccc(N2CCCC2=O)cc1
→ -2, 3, -1.7, 3, -1, i, -0.4, -2, 1, -1.0
CC(C)CCNC(=O)c1ccccc1NC(=O)C1=CSCCO1
→ -2, 1, 0.7, -13, 0, i, -0.3, 1, -8, 0.4
CS(=O)(=O)N1CCC(Oc2ccccc2C(=O)N2CCC[C@H]2CO)CC1
→ 0, 4, 1.4, 0, -3, i, -0.5, -3, -4, -0.1
C=CCNc1cc(C)oc(=O)c1C(=O)CC
→ 0, 0, -0.3, -4, -2, i, -0.7, -2, -6, -2.0
Nc1ccc(C(=O)OCCCc2nc3ccccc3[nH]2)cc1
→ 1, -1, -1.2, 8, -4, i, -0.6, -7, -2, 0.8
COc1ccc(C2CC(=O)NC3=C2C(=O)CCC3)cc1Cl (centres undefined)
→ 2, 3, -1.0, -2, -9, i, -1.6, 1, 1, -0.7
Cc1ccc(C)c(OCC(=O)NC2CCCCCC2)c1
→ 2, 3, 0.0, -4, -1, i, -0.6, -2, -5, 1.0
COc1ccc(CC(=O)N2CC(C)CC(C)C2)cc1OC (centres undefined)
→ -2, -1, 0.2, -6, -2, i, -0.5, 0, -3, 0.2
O=C(NCCc1ccccc1)c1ccc(-c2ccc(F)cc2)o1
→ 7, -4, -0.3, 26, -2, i, -1.7, 6, -7, 0.7
CCOC(=O)C1CCCN(C(=O)c2ccc(-c3ccccc3Cl)o2)C1 (centres undefined)
→ 0, -13, 1.2, -7, 1, i, -0.2, 0, 3, -4.8
COc1ccc2[nH]c3c(N4CCc5ccccc5C4)ncnc3c2c1
→ -7, 17, 0.4, 3, 9, i, 1.5, 1, 4, 2.4
Cc1cc(C)cc(N(CC(=O)N2CC=C(c3ccccc3)CC2)S(=O)(=O)c2c(C)noc2C)c1
→ 0, 4, 1.0, -15, 1, i, -0.3, -7, -4, 5.4
CCn1c(/C=C/c2ccc(F)cc2)nc2ccccc2c1=O
→ -1, -12, 2.5, -2, -2, i, -0.8, 0, 2, 0.7
CCc1ccc(C(=O)CSc2nc(C)cc(=O)[nH]2)cc1
→ -9, 0, -1.4, 1, 1, i, -2.0, 2, 0, -1.0
Cc1ccc(S(=O)(=O)c2nnn3c2nc(N2CCC(C(N)=O)CC2)c2ccccc23)cc1
→ 0, 9, 0.6, -4, 1, i, -0.2, 7, 5, -3.3
COc1ccc(NC(=O)/C=C/c2ccc(OC(F)F)cc2)cn1
→ -1, -9, 1.2, 1, -2, i, -1.0, 0, 1, 1.2
COc1cccc2c1Oc1ncccc1N(C(=O)CCC(=O)NCc1ccccc1Cl)C2
→ -5, -3, 0.3, -7, 2, i, -0.6, 2, -12, -1.3
CC(C)Cn1cc(F)c(=O)n(CC(C)C)c1=O
→ 3, -5, -0.2, 1, -4, i, 0.0, -1, -1, 0.6
COc1ccc(OCC(=O)Nc2ccc(S(=O)(=O)N3CCCC3)cc2)cc1
→ -2, -2, -1.2, -5, -2, i, -0.6, -1, -10, 0.3
COCCCNC(=O)c1cc2c(=O)n(C)c3ccccc3c2n1C
→ 2, 0, 0.0, -12, -1, i, -0.4, 0, -3, 0.1
CCC(=O)N/C(=N/c1nc(C)cc(C)n1)Nc1ccccc1
→ 0, 7, 1.5, -4, 0, i, -0.1, 0, 7, -0.3
COc1ccc(N2CCc3c(C)nc4c(OC)cc(OC)cc4c32)cc1
→ 21, -16, 0.3, 9, 2, i, -1.1, 1, -7, 5.1
O=C(Nc1ccc2ncccc2c1)c1ccccc1
→ 2, -2, -0.9, 10, -1, i, 1.5, 1, 13, -1.7
O=C(COC(=O)Cn1[nH]c(=O)c2ccccc2c1=O)Nc1c(Cl)cccc1C(F)(F)F
→ -3, 8, -1.1, -1, -1, i, -0.4, 6, -2, -1.2
CCOc1ccc(CNC(=S)N/N=C/c2cccnc2)cc1
→ 2, -3, 2.5, -4, 3, i, -0.4, 0, -1, 0.8
O=C(c1nn2c(C(F)(F)F)cc(-c3ccco3)nc2c1Br)N1CCCc2ccccc21
→ 1, 0, 0.2, -17, -4, i, -0.5, 10, 31*, 3.9
O=C(CN1CCN(CC(=O)Nc2ccc(-c3ccccc3)cc2)CC1)Nc1ccc(F)cc1
→ 2, 28, 0.4, -8, -2, i, -0.6, 3, -6, -0.3
C=CCNc1ncnc2c1ncn2[C@H]1CN(Cc2ccccc2)C[C@@H](CO)O1
→ -3, -3, 0.4, /, 6, i, 0.0, -3, 0, 0.1
O=C(CNC(=O)c1ccccc1)OCc1nnc(-c2ccccc2)o1
→ -1, 0, -0.6, -3, 0, i, 0.0, 1, 0, -1.3
CC1CCCC(NC(=O)COC(=O)/C=C/c2ccc([N+](=O)[O-])cc2)C1C (centres undefined)
→ 3, -29, 0.3, -6, 0, i, -0.3, -3, 3, -0.8
CCCC(=O)Nc1ccc(NC(=O)CCc2ccccc2)cn1
→ 2, -2, 1.5, 0, -2, i, -1.6, 3, 1, -0.1
NS(=O)(=O)c1ccc(CCNC(=O)C(c2ccccc2)c2ccccc2)cc1
→ 1, -4, 0.5, -6, -1, i, 0.1, 2, -3, -0.7
CC(=O)c1cccc(Nc2nc(-c3sc(C)nc3C)cs2)c1
→ -7, -4, 0.8, -4, -1, i, -0.9, 0, 3, 2.1
COc1ccc(CCNC(=O)Cn2cccc2C(=O)c2ccccc2)c(OC)c1
→ 1, -1, 0.9, -3, 1, i, -0.3, -4, 3, 1.3
Cc1ccc(C(=O)N2CCN(c3ccccn3)CC2)cc1[N+](=O)[O-]
→ 3, -5, -0.6, 11, -1, i, -0.6, -4, -1, -2.0
CN(C(=O)CSc1ncn[nH]1)C1(C#N)CCCCC1
→ 2, -2, -0.7, 0, -1, i, -0.1, -2, -2, -0.2
Cc1cc(C)n(CC(C)NC(=O)CCc2nnc(CCc3ccccc3)o2)n1 (centres undefined)
→ 2, -1, -0.7, -3, 0, i, 1.4, -3, 2, -1.3
CCN(CC(=O)NCc1cccs1)C(=O)c1cc(Br)ccc1O
→ 3, 5, 0.5, -4, 4, i, -0.2, -1, -1, -2.3
Cc1ccc(-n2nc3c(c2NC(=O)c2c(-c4ccccc4Cl)noc2C)CS(=O)(=O)C3)c(C)c1
→ -1, 0, 0.8, -11, 2, i, -0.7, 5, -3, -1.5
Cc1cc(C(=O)NC2=NCCS2)c2ccccc2n1
→ 7, -6, 0.0, -3, 1, i, -0.2, -4, 3, 1.7
CCOc1ccc(CNS(=O)(=O)c2ccc(-c3ccc(=O)[nH]n3)o2)cc1OC
→ 0, -12, 0.3, -3, 2, i, -0.4, 1, -3, -0.7
S=C(NCc1ccco1)N1CCC(c2nc3ccccc3o2)CC1
→ 4, 1, 0.2, -2, 2, i, -0.6, 2, -6, 0.0
